Screening data (PubChem BioAssay)
TNF death inh = inhibitors of TNF-alpha triggered necroptosis, primary screen, cell-based, Jurkat FADD-/-, single concentration; Jurkat FADD-/- TNF necroptosis rescue, ATP luminescence, 24 h; 0 = TNF only, 100 = no-TNF cells; activation (protection from cell death), % at 10 µM; actives 0.068% (n = 220,000); AID 463075, 2010;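 active means activation, meaning protection from cell death, of at least 50% relative to plate controls; inactive means activation below 50%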;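 further: necroptosis triggered by 40 ng/mL TNF-alpha added together with compound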
Hck-Nef inh = inhibitors of Nef-activated human Hck kinase, primary screen, biochemical, Z-Lyte FRET, 384-well, Hck-YEEI | AID 463187, 2010 | Recombinant Hck-YEEI plus Nef, Z-Lyte FRET kinase assay | inhibition, % at 20 µM | Tyrosine-protein kinase HCK (Homo sapiens), P08631 | actives 0.68% (n = 220,000);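 active means Hck-Nef kinase inhibition above about 50%, limit read from the data; inactive means inhibition below that limit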;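 further: 0% = DMSO with Hck plus Nef and 100% = Hck alone without Nef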
hK5 inh = human KLK5 protease inhibitors, primary screen, biochemical, 1536-well; Kallikrein-5 (Homo sapiens), Q9Y337; recombinant hK5, fluorogenic AMC substrate cleavage; actives 0.59% (n = 210,000); inhibition, % at 5 µM; AID 873, 2007;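 active means inhibition of 40% or more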;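 further: 0% = enzyme controls without compound and 100% = no-enzyme blanks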
Thrombin inh = human alpha-thrombin inhibitors, primary screen, counter-screen for coagulation protease inhibitor project, biochemical, 1536-well, fluorogenic AMC substrate. Prothrombin (Homo sapiens), P00734. Boc-VPR-AMC fluorogenic substrate cleavage. inhibition, % at 5 µM. actives 0.26% (n = 220,000). AID 1046, 2008;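 active means inhibition at or above 40%; inactive means inhibition below 40%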;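 further: 0% = enzyme with no compound and 100% = wells without enzyme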
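signal = AMC fluorescence, 355/460 nm | material = human alpha-thrombin enzyme | control set = enzyme without compound as high, wells lacking enzyme as low | times = reaction at room temperature | read-out basis = percent inhibition scaled between no-compound controls and no-enzyme blanks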
Rad51 HR inh = human RAD51 strand exchange inhibitors, primary screen, biochemical, fluorescence | DNA repair protein RAD51 homolog 1 (Homo sapiens), Q06609 | hRad51 DNA strand exchange, fluorescence dequenching | inhibition, % at 10 µM | actives 0.085% (n = 200,000) | AID 1385, 2008;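 active means inhibition above 40% at the single screening dose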;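 further: 0% = DMSO control wells and 100% = blanks with heterologous ssDNA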
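material = hRad51 filaments on single-stranded DNA | reagent = Donor/quencher-labelled 47-bp dsDNA substrate | compound = 10 µM final, single point | schedule = strand-exchange reaction 15 min at room temperature | measured by = fluorescein emission 520 nm, excitation 485 nm | read-out basis = % inhibition versus plate control and blank means | benchmarks = plate controls and plate blanks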
Cl transport mod = KCC2 cotransporter modulators, thallium flux, primary screen, cell-based, HEK293 KCC2, FluoZin-2 fluorescence, MLSMR; KCC2 cells, thallium flux FluoZin-2 fluorescence; AID 1456, 2008; actives 2.2% (n = 190,000); B-score of Tl+ flux slope (higher = more flux/activation; lower = inhibition) at 10 µM; Solute carrier family 12 member 5 (Homo sapiens), Q9H2X9;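 active means thallium flux slope and its plate-corrected score both differing from the plate sample mean at a set confidence after two filtering rounds, in either direction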;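 further: slope of fluorescence scaled to starting intensity during 10 to 20 s after thallium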
Target sequence (Q9H2X9 whole entry, looked up): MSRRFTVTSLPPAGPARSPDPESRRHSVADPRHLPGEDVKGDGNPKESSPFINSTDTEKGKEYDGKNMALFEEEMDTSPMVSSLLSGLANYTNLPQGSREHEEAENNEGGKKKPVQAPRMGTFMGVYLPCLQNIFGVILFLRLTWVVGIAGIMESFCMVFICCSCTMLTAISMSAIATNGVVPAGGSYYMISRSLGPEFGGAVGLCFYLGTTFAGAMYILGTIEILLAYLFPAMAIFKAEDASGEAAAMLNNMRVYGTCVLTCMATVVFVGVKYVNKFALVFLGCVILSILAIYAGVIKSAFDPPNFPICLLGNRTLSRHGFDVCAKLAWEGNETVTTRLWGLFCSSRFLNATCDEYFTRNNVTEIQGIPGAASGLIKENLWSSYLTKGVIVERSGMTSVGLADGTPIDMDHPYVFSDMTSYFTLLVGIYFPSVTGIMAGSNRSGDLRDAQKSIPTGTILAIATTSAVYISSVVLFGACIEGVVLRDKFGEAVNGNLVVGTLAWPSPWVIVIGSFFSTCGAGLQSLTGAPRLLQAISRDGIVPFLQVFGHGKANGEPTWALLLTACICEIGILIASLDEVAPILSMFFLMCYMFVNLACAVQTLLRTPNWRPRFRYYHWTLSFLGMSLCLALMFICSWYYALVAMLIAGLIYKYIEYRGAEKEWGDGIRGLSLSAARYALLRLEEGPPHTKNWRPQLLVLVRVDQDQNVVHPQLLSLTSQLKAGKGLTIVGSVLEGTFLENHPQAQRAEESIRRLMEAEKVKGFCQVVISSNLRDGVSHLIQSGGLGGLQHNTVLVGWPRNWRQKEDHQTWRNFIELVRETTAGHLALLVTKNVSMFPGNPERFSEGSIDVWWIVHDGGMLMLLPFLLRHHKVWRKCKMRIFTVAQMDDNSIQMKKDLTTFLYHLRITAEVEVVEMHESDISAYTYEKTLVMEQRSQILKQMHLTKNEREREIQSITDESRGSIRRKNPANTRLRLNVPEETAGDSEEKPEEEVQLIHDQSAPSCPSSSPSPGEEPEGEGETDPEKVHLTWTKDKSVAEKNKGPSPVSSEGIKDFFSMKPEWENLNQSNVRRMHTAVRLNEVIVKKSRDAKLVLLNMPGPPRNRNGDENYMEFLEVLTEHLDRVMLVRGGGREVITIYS
FXIIa inh = human FXIIa protease inhibitors, primary screen, biochemical, 1536-well; inhibition, % at 5 µM; Coagulation factor XII (Homo sapiens), P00748; purified FXIIa, Boc-QGR-AMC fluorogenic substrate, 2 h; actives 0.3% (n = 220,000); in the data active means inhibition above about 40%;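 further: 0% = enzyme with no compound and 100% = blank without enzyme; many of its hits are not listed in these tables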
zVAD death inh = inhibitors of zVAD-triggered necroptosis, primary screen, L929 cells; L929 zVAD necroptosis rescue, ATP luminescence, 24 h; with zVAD 60 µM; viability rescue, % at 10 µM; actives 0.38% (n = 220,000); AID 1377, 2008;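 active means activation, scaled between plate controls, above about 75%, limit read from the data; inactive means activation under that limit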;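 further: 0% = zVAD with DMSO and 100% = DMSO alone without zVAD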
FXIa inh = human FXIa protease inhibitors, primary screen, biochemical, 1536-well; Coagulation factor XI (Homo sapiens), P03951; purified FXIa, Boc-Glu-Ala-Arg-AMC fluorogenic substrate; inhibition, % at 5 µM; actives 0.14% (n = 220,000); AID 798, 2007;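 active means inhibition of at least 40%; inactive means inhibition below 40%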;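 further: fluorescence of freed AMC excited at 355 nm; 0% = enzyme without compound and 100% = no enzyme blank; many of its hits are not listed in these tables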
* marks the source's active call; other numbers are inactive results; x = not tested or not shown. Some of the compounds tested; the hit share may differ from the screen's.

SMILES	TNF death inh	Hck-Nef inh	hK5 inh	Thrombin inh	Rad51 HR inh	Cl transport mod	FXIIa inh	zVAD death inh	FXIa inh
O=C(Nc1ccc2oc(-c3cccnc3)nc2c1)c1cc2ccccc2o1	-3.5	3	-8	6	-6	x	21	4.5	9
Cc1ccccc1NC(=O)CC1(c2ccc(N(C)C)cc2)C(=O)c2ccccc2C1=O	-1.5	0	-6	0	4	0.69	15	0.3	4
Cc1c(Cl)cccc1Nc1ccccc1C(=O)O	0.9	18	3	-12	26	4.6*	-1	0.9	-4
CC1SCCN1S(=O)(=O)c1ccc2ccccc2c1 (stereo unspecified)	2.7	7	-7	-1	5	0.29	6	1.0	6
C=CCOc1ccccc1/C=N/NC(=O)c1ccc(Cl)cc1Cl	0.5	3	-5	-6	-1	-0.86	3	1.8	2
Cc1ccc(N(C)S(=O)(=O)c2cccc(C(=O)Nc3nc4ccccc4[nH]3)c2)cc1	-6.8	2	-59	-3	16	0.48	9	0.1	13
COc1ccc(NC(=O)CN2CCN(C3c4ccccc4-c4ccccc43)CC2)c(OC)c1	-2.8	0	-14	-1	-6	x	5	2.4	-4
FC(F)(F)c1ccccc1NC(=S)N1CCc2ccccc2C1	-2.2	24	12	-7	-9	-0.076	6	2.3	-4
COc1ccc(S(=O)(=O)N2CCOCC2)cc1NC(=O)COC(=O)c1ccc(C)s1	1.0	14	-14	73*	20	0.24	0	2.2	-6
NNC(=O)c1nnn(-c2nonc2N)c1CN1CCc2ccccc2C1	0.2	0	4	-1	-5	-2.1	6	1.9	1

The final 5 entries of the section before lead into the next:
SMILES	TNF death inh	Hck-Nef inh	hK5 inh	Thrombin inh	Rad51 HR inh	Cl transport mod	FXIIa inh	zVAD death inh	FXIa inh
Cc1ccc(N(C)S(=O)(=O)c2cccc(C(=O)Nc3nc4ccccc4[nH]3)c2)cc1	-6.8	2	-59	-3	16	0.48	9	0.1	13
COc1ccc(NC(=O)CN2CCN(C3c4ccccc4-c4ccccc43)CC2)c(OC)c1	-2.8	0	-14	-1	-6	x	5	2.4	-4
FC(F)(F)c1ccccc1NC(=S)N1CCc2ccccc2C1	-2.2	24	12	-7	-9	-0.076	6	2.3	-4
COc1ccc(S(=O)(=O)N2CCOCC2)cc1NC(=O)COC(=O)c1ccc(C)s1	1.0	14	-14	73*	20	0.24	0	2.2	-6
NNC(=O)c1nnn(-c2nonc2N)c1CN1CCc2ccccc2C1	0.2	0	4	-1	-5	-2.1	6	1.9	1
CCOc1ccccc1NC(=O)CSc1nc2c(c(=O)n1C)SC(C)C2 (stereo unspecified)	0.6	-4	-5	1	2	-0.86	12	-0.8	4
Cc1ccc(CNC(=O)C2CC(=O)N(C3CCCCCC3)C2)cc1 (stereo unspecified)	0.1	-6	-18	0	10	-0.071	9	1.6	-5
COC(=O)C(NC(=O)COc1ccccc1)(Nc1nc2c(s1)CCCC2)C(F)(F)F (stereo unspecified)	-1.1	0	-11	0	0	x	14	0.4	2
CC(C)(C)C(=O)N(Cc1ccccc1)c1ccccn1	1.4	-7	-13	4	11	0.17	3	0.3	-5
COc1ccc(NS(=O)(=O)c2cc(NC(=O)c3cnc(C)cn3)ccc2N2CCCCC2)cc1	2.1	1	-7	-7	13	0.64	1	-0.6	-8
COc1cc(-c2nc3ccccc3c(=O)n2N)cc(OC)c1OC	2.3	1	-22	-11	-2	0.61	4	0.0	2
CCOc1ccc(C(=O)OCC(=O)c2c(N)n(C)c(=O)n(C)c2=O)cc1OCC	-0.1	-3	-15	-3	-8	x	-11	0.5	-1
Cc1ccc(NCc2nnc3n2CCCCC3)cc1	-1.9	-1	-18	-2	-8	0.36	0	-0.4	-9
CC(=NCCN1CCN(C(C)=C2C(=O)c3ccccc3C2=O)CC1)C1=C(O)CC(C)(C)CC1=O	0.9	-1	-23	-13	-1	-1.9	1	0.5	-4
Cc1ccc2ncccc2c1NC(=S)NC(=O)c1ccccc1	-0.1	-10	-5	-13	2	0.27	3	1.5	-4

Reprinted from the part before: three compounds; new compounds follow.
SMILES	TNF death inh	Hck-Nef inh	hK5 inh	Thrombin inh	Rad51 HR inh	Cl transport mod	FXIIa inh	zVAD death inh	FXIa inh
Cc1ccc(NCc2nnc3n2CCCCC3)cc1	-1.9	-1	-18	-2	-8	0.36	0	-0.4	-9
CC(=NCCN1CCN(C(C)=C2C(=O)c3ccccc3C2=O)CC1)C1=C(O)CC(C)(C)CC1=O	0.9	-1	-23	-13	-1	-1.9	1	0.5	-4
Cc1ccc2ncccc2c1NC(=S)NC(=O)c1ccccc1	-0.1	-10	-5	-13	2	0.27	3	1.5	-4
Cc1[nH]c2c(ccc3ccccc32)c1C1C(CCN)C1(C)C (stereo unspecified)	-3.8	-1	2	-3	8	1.7	5	-2.1	-3
CCn1c2ccccc2c2nnc(SCc3ccc(C(=O)OC)o3)nc21	0.6	1	4	0	2	x	0	0.6	-3
O=C(Nc1nccs1)C1CCN(S(=O)(=O)c2c(Cl)cccc2Cl)CC1	1.2	3	-30	0	4	-0.57	10	-0.2	-9
COc1ccc(/C=N/NC(=O)COc2cccc3ccccc23)c(C(=O)O)c1OC	0.3	7	-10	-8	4	1	1	2.5	0
CNC(=S)NCCc1ccccc1	2.7	14	3	1	13	0.68	12	0.6	2
O=C(c1cccs1)N1CCN(c2ccc(F)cc2)CC1	-3.3	-14	0	-8	6	-0.33	8	-0.3	-2
O=C(Nc1nc(-c2ccccc2)ns1)c1cccs1	0.4	1	-13	4	x	x	11	2.3	-3
COc1ccc(Cl)cc1NC(=O)C1CC(=O)N(c2ccc(F)cc2)C1 (stereo unspecified)	-1.0	14	-27	-8	2	-0.25	10	0.2	6
Cc1sc(=NC(=O)c2ccco2)n(C)c1-c1ccc(F)cc1	-2.9	1	-21	1	-6	-0.32	8	-0.2	11
O=C(NC(C(=O)N/N=C/c1c2ccccc2cc2ccccc12)c1n[nH]c(=O)c2ccccc12)c1ccccc1 (stereo unspecified)	-11	-1	8	4	x	-0.33	20	3.5	6
CCOc1ccc(N2CC(C(=O)Nc3ccc(F)cc3F)CC2=O)cc1 (stereo unspecified)	-0.9	-1	4	0	-9	0.11	12	-0.1	5
CC(C)Cn1c2c(c(O)c(C(=O)Nc3ccc(F)cc3)c1=O)CCCC2	1.5	5	3	-1	6	0.081	3	2.5	0
COc1ccc(/C=C2/SC(=O)N(CCC(=O)Nc3ccccc3)C2=O)cc1OC	1.0	35	-2	0	-3	0.79	24	0.7	25
O=C(O)C1CCCCC1C(=O)NCCCn1ccnc1 (stereo unspecified)	0.3	2	-21	-2	x	0.56	7	0.3	-6
O=c1cnc2ccccc2n1CC1CCCCC1	-0.9	-1	-29	-2	-4	x	9	0.1	-4
COC(=O)CN1C(=S)N(C)C(=O)/C1=C/c1cccs1	1.1	22	2	-5	3	-0.64	11	0.9	5
Cc1cc(F)ccc1N1CCC(N2CCN(C(C)C)C(CCO)C2)CC1 (stereo unspecified)	4.6	3	12	-4	x	1.2	3	-0.5	0
CNC(=O)COC(=O)c1nc(-n2nc(C)cc2C)ccc1Cl	-2.2	2	-7	0	9	0.65	-5	1.6	-10
CCc1c(C)sc(NC(=O)c2ccco2)c1C(=O)N1CCCCC1	-2.5	1	-24	4	-3	5.5	16	0.5	3
CC(C)(C)NC(=O)C(c1c[nH]c2ccccc12)N(C(=O)Cn1nnc(-c2ccc(Cl)cc2)n1)c1ccccc1F (stereo unspecified)	0.8	4	-19	-9	1	0.12	9	1.1	-1

Pulled by structure from the entries so far:
SMILES	TNF death inh	Hck-Nef inh	hK5 inh	Thrombin inh	Rad51 HR inh	Cl transport mod	FXIIa inh	zVAD death inh	FXIa inh
O=C(O)C1CCCCC1C(=O)NCCCn1ccnc1 (stereo unspecified)	0.3	2	-21	-2	x	0.56	7	0.3	-6
O=c1cnc2ccccc2n1CC1CCCCC1	-0.9	-1	-29	-2	-4	x	9	0.1	-4

(cont.)
SMILES	TNF death inh	Hck-Nef inh	hK5 inh	Thrombin inh	Rad51 HR inh	Cl transport mod	FXIIa inh	zVAD death inh	FXIa inh
Cc1ccc(C(=O)Nc2ccc3c(c2)nc2n3CCSC2)cc1	-1.0	5	-10	-1	-1	-2.7	11	2.0	1
COc1ccc(-n2c(N)c(C(=O)NCc3cccnc3)sc2=S)cc1	0.1	0	16	0	2	0.019	8	1.0	-12
CCOC(=O)N1CCN(C(=O)c2cnc3n(c2=O)CCS3)CC1	0.2	-1	2	-4	-10	0.19	-5	0.8	-3
Cc1cccc(NC(=O)c2cc3ccccc3o2)c1	-4.3	-2	-22	1	-3	x	14	-1.0	7
O=C(CCN1C(=O)C2CC=CCC2C1=O)N1CCN(c2ccccn2)CC1 (stereo unspecified)	-3.4	1	-3	-8	6	0.32	-1	0.1	-4
CCn1c(SCC(=O)Nc2cccc(OC)c2)nnc1-c1ccc(Cl)cc1	-1.5	0	-3	2	-9	0.069	23	-0.1	9
Cc1cc(C)n2nc(C(=O)NCCc3ccccc3)nc2n1	-0.7	-20	-21	3	14	0.15	11	-0.2	10

Look-ups from the list:
In FXIa inh, Cc1cccc(NC(=O)c2cc3ccccc3o2)c1 has 7
In zVAD death inh, CCOC(=O)N1CCN(C(=O)c2cnc3n(c2=O)CCS3)CC1 has 0.8
In Hck-Nef inh, Cc1ccc(C(=O)Nc2ccc3c(c2)nc2n3CCSC2)cc1 has 5
